# High-throughput results (PubChem)
# DT40 TDP1 CPT: qHTS for Inhibitors of human tyrosyl-DNA phosphodiesterase 1 (TDP1): qHTS in cells in presence of CPT | chicken DT40 Tdp1-/-;hTDP1 cells + 20 nM CPT, ATP luminescence, 48 h | Potency, µM (doses to about 46.2 µM), inactives show at the highest dose activity change, negative = growth inhibition, actives largely listed as inhibitors | 12% of 420,000 active | AID 686979, 2013; also: nearly all actives have a fitted effect of over 55% in size
#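 Cell growth measured by CellTiter-Glo luminescence after a minimum 48 h, 37 C compound exposure with 20 nM CPT in Tdp1-knockout DT40 cells stably expressing hTDP1, seeded 400/well; qHTS titration format.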
# FEN1 inh: qHTS Assay for the Inhibitors of Human Flap endonuclease 1 (FEN1); Recombinant FEN1 flap cleavage, fluorescence, 15 min; 0.35% of 390,000 active; Potency, µM (titrated, usually from 114 µM), without a hit: at the highest dose activity change, negative = inhibition, most hits filed as inhibitors; AID 588795, 2011; P39748; also: nearly all actives have a fitted effect of over 65% in size
#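 Potency values derive from four-parameter Hill fits of normalized qHTS data. The reaction used 10 nM FEN1 preincubated 15 min at room temperature with compound, then 50 nM DNA substrate, read at 0 and 15 min.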
# GCN5L2 inh: qHTS Assay for Inhibitors of GCN5L2; Histone acetyltransferase KAT2A (Homo sapiens), Q92830; GCN5L2 HAT assay, ThioGlo1 CoA-SH fluorescence; Potency, µM (titrated, usually from 58.9 µM), without a hit: at the highest dose activity change, negative = inhibition, usual class: inhibitors; 0.21% of 390,000 active
# Target sequence (Q92830 whole entry, looked up): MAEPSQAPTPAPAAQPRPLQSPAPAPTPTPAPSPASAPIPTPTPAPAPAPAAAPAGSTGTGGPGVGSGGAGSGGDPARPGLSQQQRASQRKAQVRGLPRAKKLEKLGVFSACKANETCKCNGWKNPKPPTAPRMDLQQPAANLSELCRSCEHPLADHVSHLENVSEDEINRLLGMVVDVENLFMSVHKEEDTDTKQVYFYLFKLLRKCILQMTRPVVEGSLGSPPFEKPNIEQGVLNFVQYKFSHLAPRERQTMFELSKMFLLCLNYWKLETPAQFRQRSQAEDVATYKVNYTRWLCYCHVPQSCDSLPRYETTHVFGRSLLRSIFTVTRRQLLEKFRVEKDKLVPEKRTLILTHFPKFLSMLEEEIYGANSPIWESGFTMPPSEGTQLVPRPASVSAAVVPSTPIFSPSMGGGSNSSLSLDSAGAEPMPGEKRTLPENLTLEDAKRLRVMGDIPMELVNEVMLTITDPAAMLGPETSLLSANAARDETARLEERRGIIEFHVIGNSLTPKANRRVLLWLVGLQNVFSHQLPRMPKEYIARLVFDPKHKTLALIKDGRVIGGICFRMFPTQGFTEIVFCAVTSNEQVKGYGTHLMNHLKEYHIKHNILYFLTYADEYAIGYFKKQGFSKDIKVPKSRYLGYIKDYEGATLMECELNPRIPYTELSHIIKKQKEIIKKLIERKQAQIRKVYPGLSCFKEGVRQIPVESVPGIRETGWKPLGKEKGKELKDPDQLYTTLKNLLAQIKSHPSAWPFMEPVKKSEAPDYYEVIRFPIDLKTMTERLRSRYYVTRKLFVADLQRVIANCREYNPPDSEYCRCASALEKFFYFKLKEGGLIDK
#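 Compounds, pin-transferred from DMSO stocks, meet 20nM GCN5L2 for 15 min before the reaction begins with H3(1-25) peptide (75uM) and acetyl-CoA (70uM). Thiol-reactive ThioGlo1 reports CoA release over 20 min at room temperature.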
# * hit, by the source's call; ? = inconclusive; nt = not tested or not shown; & = joins results of further samples. Calls follow the shape of the dose curve; as a rule, active = well fitted curve in the direction sought with a large enough effect; inconclusive = small, poorly fitted or top-dose-only effect, or another doubt; inactive = no such curve, though single readings can be large; an effect the other way counts as inactive or inconclusive. % is scaled to controls: 0 for no effect and ±100 for the full control effect; potency is read from the fitted curve at half-maximal effect.
SMILES | GCN5L2 inh | DT40 TDP1 CPT | FEN1 inh
CCn1ncc(C(=O)Nc2cc(C)on2)c1C | -4% | -24% | -4%
CCCCN1C(=O)C(=O)N(c2ccccc2)C1=S | -3% | 5% | 3%
Cc1ccc(C(=O)Nc2ccccc2C(=O)N2CCCC(C)C2)cc1 (stereo unspecified) | -2% | 1% | 0%
CN(Cc1ccccc1)S(=O)(=O)c1ccc(C(=O)Nc2nnc(C3CC3)o2)cc1 | -13% | 15µM* | -5%
N/C(=N\OC(=O)CCCOc1ccccc1)c1ccncc1 | 0% | 4% | -12%
Cc1cc(C)cc(-n2c3nc4ccccc4nc3c3c(=O)n(Cc4ccco4)cnc32)c1 | -25% | 23µM* | -8%
Cc1ccc(Cn2cc(S(=O)(=O)c3ccc(C)cc3)c(=O)c3cc(F)c(N4CCCC4)cc32)cc1 | -5% | ? | 17%
O=C(CSc1nnnn1C1CCCCC1)NCc1ccc2c(c1)OCO2 | 0% | -2% | 2%
CCNC(=O)c1cc(Br)ccc1Cl | 1% | -18% | 1%
CN(C)c1ccc(/C=C/c2ccnc3c(O)ccc(O)c23)cc1 | nt | -18% | 15%
O=c1[nH]nc(N=Nc2c(O)[nH]c3ccc(F)cc23)c(=O)[nH]1 | nt | 6% | 11%
COc1ccc(C(=O)N/C(=C/c2ccco2)C(=O)NCc2ccco2)cc1 | -6% | 3% | -1%
O=C(OCCN1C(=O)c2cccc3c(N4CCOCC4)ccc(c23)C1=O)c1cccc(Cl)c1 | ? | 18µM* | -11%
O=C(Nc1ccc(F)c(Cl)c1)C1CCCN(C2=NS(=O)(=O)c3ccccc32)C1 (stereo unspecified) | -5% | ? | 15%
COC(=O)c1sc(NC(=O)C(C)c2ccccc2)nc1C (stereo unspecified) | 1% | 4% | -19%
COc1ccc(/C=C/C(=O)NC(=S)N2CCOCC2)cc1 | -2% | -7% | 17%
C=CCNc1nc(Nc2ccc([N+](=O)[O-])cc2)nc(N2CCCC2)n1 | -3% | 15µM* | -24%
Cc1cnc([N+](=O)[O-])n1CCOC(=O)NC(=O)c1ccc(F)cc1 | -3% | 15% | 0%
CCCC(=O)N(CCN1CCOCC1)c1nc2c(C)cccc2s1 | -5% | -27% | -15%
CN(C)CCNC(=O)c1nn(C)c2c1CCc1ccccc1-2 | -2% | 4% | 14%
COc1ccccc1NC(=S)NCCN1CCOCC1 | 0% | -2% | -16%
c1ccc2c(c1)oc1c(NCCCn3ccnc3)ncnc12 | -11% | ? | 2%
COc1ccc(-c2nc3cnc(N4CCOCC4)nc3n(CCc3ccccc3)c2=O)cc1 | -10% | -4% | nt
COc1cccc(CSc2nc3n(n2)C(c2ccc(C(=O)O)cc2)C(C(=O)Nc2ccccc2)=C(C)N3)c1 (stereo unspecified) | 1% | 8% | -3%

# A draw from above in order of formula weight, rising.
SMILES | GCN5L2 inh | DT40 TDP1 CPT | FEN1 inh
COc1ccccc1NC(=S)NCCN1CCOCC1 | 0% | -2% | -16%
CN(C)CCNC(=O)c1nn(C)c2c1CCc1ccccc1-2 | -2% | 4% | 14%
COC(=O)c1sc(NC(=O)C(C)c2ccccc2)nc1C (stereo unspecified) | 1% | 4% | -19%

# Going on with the list.
SMILES | GCN5L2 inh | DT40 TDP1 CPT | FEN1 inh
O=Nc1c2cc3ccccc3[nH]c-2c2ccccc12 | nt | ? | -9%
COc1ccc(/C=N/NC(=O)c2sccc2OCc2ccc(F)cc2)cc1OC | -14% | 16µM* | -9%
CCOC(=O)c1c(NC(=O)Cc2cccs2)sc2c1CCCC2 | -10% | ? | 4%
O=C(/C=C/NNC(=O)c1ccc(Br)cc1)c1ccccc1 | -4% | 2.9µM* | 0%
N#CC1=C(N)SC(N)=C(C#N)C1c1cccc(Oc2ccccc2)c1 | -28% | ? | -20%
COc1ccc(CNC(=O)C(c2cccc(C)c2)N(C(=O)c2csnn2)C2CC2)cc1 (stereo unspecified) | -1% | ? | -9%
O=C1CCC2(CC1)NC(=O)N(c1ccccc1)N2 | -4% | 9% | 6%
CN(CC(=O)Nc1c(Cl)cccc1Cl)C(=O)c1cc(S(=O)(=O)N(C)C)ccc1N1CCCC1 | -2% | ? | 2%
COc1ccc(C(=O)NCC(=O)NCc2ccncc2)cc1 | -2% | -6% | -1%
CC/C(O)=C1\C(=O)CC(c2ccccc2)CC1=NC(C)C (stereo unspecified) | 1% | -22% | -3%
COCCNC(=O)/C(C#N)=C/c1ccc2c(c1)OCO2 | 2% | 1% | 2%
N[C@@H](C(=O)O)c1ccc(C(=O)O)cc1 | -7%&-8% | 8%&0% | nt
CCN=C1SC(C(=O)Nc2ccc(OCC)cc2)CC(=O)N1CC (stereo unspecified) | -3% | ? | 0%
COc1cc(NC(=O)c2ccccc2)ccc1NC(=O)Cc1ccccc1 | 2% | 19% | -3%
C[C@H](CO)N1C[C@H](C)[C@@H](CN(C)S(=O)(=O)c2cn(C)cn2)Oc2c(NC(=O)Nc3ccc4c(c3)OCO4)cccc2C1=O | -5% | -30% | -14%
CCC(C)[C@H](NC(=O)N1CCn2c1nc1ccccc12)C(=O)NCCc1ccccc1 (stereo partly specified) | -10% | 21µM* | 10%
COc1ccccc1NS(=O)(=O)c1cccc(NC(=O)Nc2ccccc2)c1 | -9% | ? | -6%
COc1ccc(NC(=O)CCCN2C(=O)C(c3ccccc3)Oc3cccnc32)cc1 (stereo unspecified) | -4% | ? | -4%
Cc1onc(-c2ccccc2Cl)c1C(=O)N1C=CC(C(F)(F)F)=NCC1 | -6% | 5% | 0%
CCOc1ccc(CCN2C(=O)C(=O)N([C@@H](CC(C)C)CN3CCC[C@@H]3CN3C(=O)C(=O)NC[C@@H]3Cc3ccccc3)C[C@@H]2Cc2ccc(O)cc2)cc1 | nt | ? | -9%
CCCc1nc2ccccc2c(C(=O)OC2CCOC2=O)c1CC (stereo unspecified) | -1% | ? | 2%
CCCCC(CC(O)COCCC)C(=O)NN (stereo unspecified) | 0% | 24% | 3%
O=C(c1cc(C2CC2)nn1-c1ccccc1)N1CCN(Cc2ccc(Cl)cc2)CC1 | -11% | 18µM* | -6%
Cc1ccc(O)c(/C=N/NC(=O)Cc2ccc(Cl)cc2)c1 | -15% | ? | -3%
COc1cccc2c1cc1c(=O)n(CC(=O)N3CCCCC3)nc(C)n12 | -3% | -1% | 22%
CSc1nc2ccc3nc(NC(=O)c4cccs4)sc3c2s1 | -7% | -24% | -20%
CCNC(=O)CC1C(=O)N(c2cccc(OC)c2)C(=O)N1CCOC (stereo unspecified) | 1% | -13% | 29%
COc1ccccc1CNC(=O)c1ccc2c(=O)n(CC3CCCO3)c(=S)[nH]c2c1 (stereo unspecified) | -8% | ? | -14%
CCOc1ncccc1C(=O)N(CCC(C)C)c1c(N)n(Cc2ccccc2)c(=O)[nH]c1=O | -1% | -2% | 14%
O=C(Nc1ccccc1)c1cccc(S(=O)(=O)NCc2ccco2)c1 | -11% | -19% | -4%
O=C(NNC(=O)c1ccco1)c1ccc(NS(=O)(=O)c2cccs2)cc1 | -3% | -11% | -1%
O=C1NC2(CCC3(CC2)OCCO3)NN1c1ccccc1 | -14% | 7% | -18%
CN1NC(=O)CC1c1ccccc1 (stereo unspecified) | nt | 4% | -6%
O=C(COc1ccc(F)cc1Br)N1CCc2ccccc21 | -6% | -2% | -8%
COc1ccc(NC(=O)c2cc3n(n2)C(C(F)(F)F)CC(c2ccc(OC)cc2)N3)cc1 (stereo unspecified) | -2% | -6% | -5%
COc1ccc(NS(=O)(=O)c2cc(C(=O)N3CCC3)ccc2C)cc1 | 2% | -7% | 13%
COC(=O)C1=C(c2ccccc2)c2ccccc2S(=O)(=O)N1CC(=O)Nc1cccc(C(C)=O)c1 | -8% | -19% | -4%
NC(=O)CC[C@@H]1NC(=O)[C@@H]2CCCN2C(=O)c2cc([N+](=O)[O-])cc(F)c2NCCC[C@@H](C(N)=O)NC1=O | -2% | 3% | 15%
CC(NS(=O)(=O)c1ccc(Cl)c(Cl)c1)C(=O)OCC(=O)Nc1ccc2c(c1)OCO2 (stereo unspecified) | -5% | -3% | -13%
CCC1(c2ccc(OC)cc2)NC(=O)N(CC(=O)c2ccc3c(c2)OCCO3)C1=O (stereo unspecified) | -3% | -23% | -20%
O=[N+]([O-])c1ccc(/C=N/Nc2nc(N3CCCC3)nc(N3CCCC3)n2)o1 | 0% | 23µM* | ?
N#Cc1c[nH]n2c(NC3CCCCC3)c(-c3cccc(Cl)c3)nc12 | -5% | ? | 17%
N=C1CCCN1c1ccccc1O | -3% | 8% | 22%
COc1ccc(Cn2c(SCC(=O)N(C)Cc3ccccc3)nc3ccccc32)cc1 | -2% | ? | 15%
CCC(CC)NCc1ccc(OC)cc1OC | -1% | -1% | 11%
COc1ccc2cnn(CCOc3ccccc3)c(=O)c2c1OC | -1% | ? | -17%
CCC(c1nnnn1Cc1ccco1)N1CCN(C(=O)c2ccco2)CC1 (stereo unspecified) | -11% | -16% | -6%
O=C(c1ccc(Br)c([N+](=O)[O-])c1)N1CCN(Cc2ccccc2)CC1 | -20% | ? | 2%
O=C(CSc1ncccn1)NCc1cccc(Cl)c1 | -6% | 3% | -3%
C=CCOc1ccccc1CNCc1ccc(F)cc1 | -1% | -23% | 2%
COc1ccc(C(C)(C)C)cc1NC(=O)COC(=O)CSCc1c(C)noc1C | -22% | -1% | -12%
COc1ccc(N(C)C(=O)c2cnc(N3CCN(c4ncccn4)CC3)c3ccccc23)cc1 | -2% | ? | 2%
C=CCNS(=O)(=O)c1cc2c3c(c1)CCN3C(=O)CC2 | -2% | 5% | ?
Cc1cc(NC(=O)CSCC(=O)OC(C)C(=O)c2cc(C)c(C)cc2C)no1 (stereo unspecified) | -3% | 4% | -5%
Cc1cc(C(=O)NNc2cc(Cl)ccc2Cl)no1 | ? | ? | 12%
CCCCCNS(=O)(=O)c1cc2c3c(c1)CCC(=O)N3CCC2 | 0% | ? | 19%
CCOc1ccccc1CNC(=O)c1oc2c(c1C)-c1nn(Cc3cccc(Cl)c3)cc1CC2 | -3% | ? | 0%
COc1ccc(-c2c(C)nc(N)nc2-c2ccc(OC)cc2O)cc1 | 0% | 1% | -19%
Cc1cc(C)cc(NC(=S)NCc2ccc3[nH]c4c(c3c2)CCCC4)c1 | -6% | ? | -25%
CCNS(=O)(=O)c1ccc(CCC(=O)O)cc1 | -10% | -5% | 4%

# Other results follow:
SMILES | GCN5L2 inh | DT40 TDP1 CPT | FEN1 inh
O=C(Nc1ccc(F)cc1)c1ccccc1F | nt | -9% | -5%
Cc1noc(C)c1COc1cccc(C(=O)N2CCN(C/C=C/c3ccccc3)CC2)c1 | -3% | ? | -19%
CC(NC(=O)C12CC3CC(CC(C3)C1)C2)c1ccc(F)cc1 (stereo unspecified) | -5% | -22% | -3%
COc1ccc(S(=O)(=O)N2CCN(CC(=O)Nc3ccc(Cl)c(C(F)(F)F)c3)CC2)cc1 | -3% | 9.2µM* | -9%
COc1ccc(OCC(=O)Nc2ccc3c(c2)nc(CCN2CCOCC2)n3C)cc1 | 0% | -6% | -10%
Cc1cc(NC2=CC(=O)C(=O)c3ccccc32)no1 | nt | 6.5µM* | -16%
COc1ccc(-c2nn(-c3ccccc3F)cc2CNCCn2nc(C)cc2C)cc1 | -1% | ? | 10%
COc1ccc(N(CC(=O)Nc2cc(Cl)ccc2C)S(=O)(=O)c2c(C)n[nH]c2C)cc1 | -15% | 4.1µM* | -5%
COc1cc2c(c(OC)c1OC)-c1ccc(SC)c(=O)cc1C(NC(=O)c1ccccc1)CC2 (stereo unspecified) | nt | 0.015µM* | -10%
Cc1ccc(S(=O)(=O)N2CCC(C(=O)NCC(C)(C)N3CCOCC3)CC2)c(C)c1 | -3% | -3% | -2%
Cc1ccc(-c2cn3nc(N4CCCC(C(=O)Nc5ccc(F)cc5)C4)sc3n2)cc1 (stereo unspecified) | -6% | 16µM* | -8%
CN(CCC1CCOCC1)C(=O)c1cc(COc2c(F)cccc2F)on1 | 1% | ? | -7%
CNc1ccc(C(O)(C(F)(F)F)C(F)(F)F)cc1C(O)(C(F)(F)F)C(F)(F)F | -9% | -15% | -9%
CC1(C)C(c2ccccc2)=[N+]([O-])C2(CCCCC2=O)N1O (stereo unspecified) | -4% | -9% | 0%
O=C(O)c1ccc(COc2ccc3ccccc3c2)o1 | -4% | 1% | 18%
CCN(CC)CCNC(=O)c1[nH]c2ccc(OCc3ccccc3)cc2c1C | -7% | ? | -2%
Cc1ccc(CNC(=O)CSc2nc3c(sc4ccccc43)c(=O)n2CCCN2CCCC2)cc1 | -6% | 23µM* | ?
COC(=O)CSc1nc2c(c(-c3ccc(O)cc3)c1C#N)CCCC2 | -2% | -30% | -3%
CCC1CCCCN1c1cc(C)nc2cc(-c3cccc(C)c3)nn12 (stereo unspecified) | -17% | ? | -9%

# This is a subset; count on the stated rates, not on these rows.
